PhoP GFP inhibition – Inhibition of PhoP regulon, Salmonella typhi GFP reporter cells, confirmation, 4 h (AID 1850) | Salmonella Typhi PhoP-promoter GFP reporter, fluorescence, 4 h; higher % means a stronger effect | hit rate 0.33% among 310,000 | inhibition, % at 50 µM, or IC50 in µM where a hit was titrated; in the data active means a potency from the dose series; inconclusive means inhibition mostly from about 25% at the one dose, without a potency; inactive means the rest, 99 in 100 with inhibition below about 19%;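 further: 0% = induced wells with vehicle and 100% = uninduced wells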
M. tuberculosis – growth inhibition of non-replicating M. tuberculosis (AID 488890); one-dose inhibition, % at 25 µM; IC50 in µM for titrated hits; hit rate 0.39% among 320,000; Mycobacterium tuberculosis non-replicating, growth inhibition; higher % means a stronger effect; in the data active means a potency from the dose series; inconclusive means inhibition mostly from about 82% at the one dose, without a potency; inactive means the rest, 99 in 100 with inhibition below about 76%;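 further: plate controls were DMSO cells for no effect and high antibiotic wells for full effect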
H1N1 NS1A inhibition – NS1A inhibition, H1N1 influenza, cell based functional assay (AID 504329). hit rate 0.3% among 340,000. NS1A functional cell-based assay, percent inhibition; higher % means a stronger effect. inhibition, % at 12.5 µM, or IC50 in µM where a hit was titrated; in the data active means a potency from the dose series; inconclusive means inhibition above about 27% without an active follow-up result; further: strong numbers were not always called active
inhibitors of VEEV – inhibitors of VEEV TC-83 cytopathic effect, confirmation, Vero cells (AID 588727); inhibition, % at 20 µM, or IC50 in µM where a hit was titrated; Vero cells, VEEV TC-83 cytopathic effect inhibition; higher % means a stronger effect; hit rate 0.13% among 350,000; in the data active means a potency from the dose series; inconclusive means inhibition mostly from about 14% at the one dose, without a potency; inactive means the rest, 99 in 100 with inhibition below about 12%; further: strong numbers were not always called active
H37Rv inhibition – M. tuberculosis growth inhibition, HTS (AID 449762) | M. tuberculosis H37Rv growth inhibition, 7H9 media; higher % means a stronger effect | inhibition, % at 25 µM, or IC50 in µM where a hit was titrated | hit rate 0.59% among 330,000; in the data active means a potency from the dose series; inconclusive means inhibition above about 70% without an active follow-up result;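 further: bacterial growth assessed after seven days of incubation; strong numbers were not always called active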
inhibitors of VEEV 10K pilot screen – recorded beside inhibitors of VEEV, whose call it bears; inhibition, %; measured here: 10K pilot screen inhibition
Starred values were filed as active, the others as inactive; i = inactive; ? = inconclusive; . = no result given. Compounds as they come (roughly 1.5% active in at least one column).

SMILES	PhoP GFP inhibition	M. tuberculosis	H1N1 NS1A inhibition	inhibitors of VEEV	H37Rv inhibition	others
Cc1cccc(-c2cc3nc4c(c(N5CCC6(CC5)OCCO6)n3n2)CCCC4)c1	-12%	11%	4%	0.9%	11%
NCc1nc(-c2ccc(Cl)cc2)no1	7%	20%	-2%	1.9%	5%
CC(=O)c1c(O)cc(C(C)C)n(-c2ccccc2)c1=O	1%	7%	-6%	0.8%	12%
COc1ccc(NC(=O)N2CCCC2C(=O)NC23CC4CC(CC(C4)C2)C3)cc1 (stereo not given)	-24%	-7%	9%	i	3%
O=C(NCC(c1ccco1)N1CCN(c2ccccc2F)CC1)c1ccco1 (stereo not given)	9%	-4%	-1%	7.9%	2%
CC(C)c1nc(SCC(=O)Nc2ccc(N3CCOCC3)cc2)c2ccccc2n1	-1%	34%	-6%	4.0%	1%
CCCC(=O)Nc1ccc(C(=O)Nc2nnc(COCC)s2)cc1	4%	-19%	8%	3.8%	-6%
O=C(NCc1ccco1)C(c1cccs1)N(C(=O)Cc1cccs1)c1ccccc1 (stereo not given)	5%	12%	3%	4.5%	-7%
CC(C)c1ccc(NC(=O)NC(C)c2ccc3c(c2)OCO3)cc1 (stereo not given)	-8%	19%	-3%	4.4%	-6%
CCOCc1nnc(NC(=O)c2cc(OC)c(OC)c(OC)c2)s1	-11%	5%	7%	2.7%	4%
O=C(NCC(c1ccco1)N1CCCCC1)c1ccc(NS(=O)(=O)c2ccc(F)cc2)cc1 (stereo not given)	-1%	3%	-1%	2.6%	-1%
CCOC(=O)C1=CN(Cc2ccco2)S(=O)(=O)N(C)C1c1ccc2ccccc2c1 (stereo not given)	.	.	0%	1.7%	.
CC(C)n1nc(C(=O)Nc2nnc(C3CC3)s2)c2ccccc2c1=O	7%	12%	9%	2.9%	3%
Cc1ccc(C(=O)NNC(=O)c2cc3ccccc3cc2O)cc1	-6%	-22%	-25%	2.0%	0%
CCS(=O)(=O)NCC(c1cccnc1)N1CCN(c2ccccc2)CC1 (stereo not given)	3%	9%	-12%	0.7%	-6%
CC(C)(O)CC[C@@H](O)[C@](C)(O)C1CC[C@@]2(O)C3=CC(=O)[C@@H]4C[C@@H](O)[C@@H](O)C[C@]4(C)C3CC[C@]12C (stereo not given in full)	.	2%	-5%	0.6%	-5%
O=C(/C=C/c1ccccc1[N+](=O)[O-])Nc1ccccc1	3%	20%	2%	i	-7%
CC(OC(=O)c1ccccc1C(=O)N(C)c1ccccc1)C(=O)Nc1ccc(C(N)=O)cc1 (stereo not given)	-6%	6%	-7%	2.4%	-1%
N#CC(c1ccc(Cl)nn1)c1ccccc1Cl (stereo not given)	-2%	-1%	8%	0.3%	1%
CCN(CC)CCOC(=O)c1cccc2c1-c1ccccc1C2O (stereo not given)	2%	6%	-3%	0.8%	-6%
COc1ccc(CSc2nc(N3CCOCC3)c3c(c2C#N)CC(C)(C)OC3)cc1	0%	-1%	2%	5.2%	5%
CCOc1cc(S(=O)(=O)n2ccnc2)ccc1Br	14%	-8%	3%	1.9%	-2%
O=C(OCC(=O)N1CCC(Cc2ccccc2)CC1)c1cc(Cl)ccc1O	-4%	?	-1%	7.5%	?
Cc1cccc(C)c1NC(=S)NCCc1ccc(O)c(O)c1	21%	-4%	7%	6.1%	-2%
COC(=O)c1ccc(C)c(NC(=O)CN(c2ccc3c(c2)OCO3)S(C)(=O)=O)c1	11%	20%	-2%	0.4%	-7%
OCCNc1nc(N2CCOCC2)nc(N2CCOCC2)n1	9%	-4%	6%	i	-3%
CCC(C(=O)Nc1cccnc1)n1c(=O)[nH]c2ccccc2c1=O (stereo not given)	7%	-4%	-1%	i	-7%
CCN(CC)S(=O)(=O)c1nnc(NC(=O)c2ccco2)s1	3%	68%	-3%	0.7%	5%
CCOC(=O)CN1C(=O)N[C@@H](c2cccs2)C(C(=O)OC)=C1C	15%	0%	-14%	0.2%	3%
O=C(N/C(=C\c1ccc(Cl)cc1)C(=O)N1CCOCC1)c1ccco1	13%	-21%	-7%	0.9%	1%
c1ccc2c(c1)nnn2Cc1nnc2sc(-c3ccncc3)nn12	-1%	2%	-5%	0.4%	-5%
Cc1cccc(OCCC(=O)N(C)CC(=O)Nc2cccc3ccccc23)c1	-21%	21%	-2%	0.7%	2%
CNC(=O)NC(=O)CSc1nnc(-c2ccco2)n1-c1ccccc1	0%	6%	-14%	0.3%	-5%
CC(=O)Nc1ccc(NC(=O)Nc2cccc3ccccc23)cc1	4%	-7%	13%	1.8%	2%
CN(C)CCCN(C(=O)c1ccc(Br)s1)c1nc2cc3c(cc2s1)OCO3	4%	19%	16%	?	-6%
CN(C)c1ccc(NC(=O)CSc2nnc(-c3ccco3)c(-c3ccco3)n2)cc1	3%	58%	13%	0.3%	-3%
C#CCOCCOCCOCCNc1nc(N2CCN(C(=O)[C@H](Cc3ccc(O)cc3)n3cc([C@@H](N)CC(C)C)nn3)CC2)nc(N2CCN(C(=O)[C@H](Cc3ccc(O)cc3)n3cc([C@@H](N)CC(C)C)nn3)CC2)n1	41%	79%	.	.	?
CC1CCCCC12NC(=O)N(CC(=O)NCc1ccccc1Cl)C2=O (stereo not given)	.	20%	-5%	i	6%
CCCCNC(=O)CN(c1cccc(Br)c1)S(C)(=O)=O	3%	-1%	-2%	i	-4%
O=C(O)C1Cc2ccccc2-c2ccccc2C1	-17%	13%	21%	0.1%	1%
Cc1nc2sccn2c(=O)c1S(=O)(=O)NCc1ccccc1Cl	.	5%	4%	2.5%	-4%
O=C(Nc1nnc(CCc2ccccc2)s1)c1ccccc1	-1%	11%	3%	2.6%	0%
O=C(c1cc(-c2ccc(F)cc2)on1)N1CCN(c2ccc(F)cc2)CC1	9%	-3%	-10%	2.4%	0%
CNC(=O)c1ccsc1NC(=O)CS(=O)(=O)c1ccc(Cl)cc1	-5%	3%	3%	0.6%	-7%
COc1ccc(OC)c(C2C(C(=O)O)c3ccccc3C(=O)N2C)c1 (stereo not given)	3%	9%	5%	i	-1%
O=C(CS(=O)CC(=O)N(c1ccccc1)C(C(=O)NC1CCCCC1)c1ccco1)Nc1ccc(F)cc1 (stereo not given)	-5%	27%	-6%	1.0%	-1%
O=C1COc2ccc(N3C(=O)c4ccccc4C3=O)cc2N1	-1%	-2%	.	.	-7%
O=C(O)/C=C/C(=O)c1c(-c2ccccc2)[nH]c2ccccc12	3%	37%	20%	2.7%	-3%
CC(OC(=O)c1ccccc1C(=O)N(C)c1ccccc1)C(=O)Nc1ccccc1[N+](=O)[O-] (stereo not given)	9%	-2%	-12%	3.7%	-2%
COc1ccccc1NC(=O)COC(=O)c1cc2ccccc2cc1O	.	42%	-17%	4.2%	-2%

Reprinted from the part before: 7 entries; new compounds follow.
SMILES	PhoP GFP inhibition	M. tuberculosis	H1N1 NS1A inhibition	inhibitors of VEEV	H37Rv inhibition	others
CNC(=O)c1ccsc1NC(=O)CS(=O)(=O)c1ccc(Cl)cc1	-5%	3%	3%	0.6%	-7%
COc1ccc(OC)c(C2C(C(=O)O)c3ccccc3C(=O)N2C)c1 (stereo not given)	3%	9%	5%	i	-1%
O=C(CS(=O)CC(=O)N(c1ccccc1)C(C(=O)NC1CCCCC1)c1ccco1)Nc1ccc(F)cc1 (stereo not given)	-5%	27%	-6%	1.0%	-1%
O=C1COc2ccc(N3C(=O)c4ccccc4C3=O)cc2N1	-1%	-2%	.	.	-7%
O=C(O)/C=C/C(=O)c1c(-c2ccccc2)[nH]c2ccccc12	3%	37%	20%	2.7%	-3%
CC(OC(=O)c1ccccc1C(=O)N(C)c1ccccc1)C(=O)Nc1ccccc1[N+](=O)[O-] (stereo not given)	9%	-2%	-12%	3.7%	-2%
COc1ccccc1NC(=O)COC(=O)c1cc2ccccc2cc1O	.	42%	-17%	4.2%	-2%
O=[N+]([O-])c1ccc(NCCO)c2ncccc12	-13%	9%	0%	i	3%
O=C(Nc1ccc(-c2cn3c(n2)SCC3)cc1)c1ccco1	1%	8%	0%	2.7%	-12%
C=CCc1ccccc1OCC(O)CN1CCN(c2ccccc2OC)CC1 (stereo not given)	-11%	33%	2%	i	2%
c1ccc(-n2nnnc2Sc2ncnc3sc4c(c23)CCCC4)cc1	0%	-8%	-2%	?	6%
COCc1c(C(=O)N/N=C/c2ccncc2)nnn1-c1nonc1N	-17%	-4%	0%	1.4%	-2%
Nc1ncn([C@@H]2O[C@H](CO)[C@@H](O)[C@H]2O)c(=O)n1	42µM*	4%	0%	9.4%	27%
CCOc1ccc(N(CC(=O)NCc2ccccc2)C(=O)CCC(=O)Nc2nccs2)cc1	8%	26%	4%	9.1%	45%
O=C(CCCn1c(=S)[nH]c2cc3c(cc2c1=O)OCO3)NCc1ccco1	9%	-7%	-11%	0.2%	-1%
Cc1nn(C)cc1CNC(=O)C1CCC(=O)N(Cc2cccc(C(F)(F)F)c2)C1 (stereo not given)	-10%	1%	-3%	1.1%	-4%
CC1CCN(c2ccc(NC(=O)Cn3c(=O)oc4ccccc43)cc2)CC1	5%	2%	4%	0.4%	6%
Cc1noc(C)c1C(=O)Nc1c(F)cc(F)cc1Br	-1%	-9%	2%	0.1%	-1%
Cc1cc(CO)nn1-c1ccc([N+](=O)[O-])cc1	5%	6%	.	1.1%	-1%
CCS(=O)(=O)N1CCCC(C(=O)NC2CCC(C)CC2)C1 (stereo not given)	-14%	-21%	4%	0.9%	-6%
CCOC(=O)Nc1ccc2c(c1)N(C(=O)CCN1CCN3CCCC3C1)c1ccccc1CC2 (stereo not given)	-4%	11%	-10%	i	-2%
O=C(Nc1ccccc1Cl)Oc1ccc(-c2ccccc2)cc1	21%	22%	-22%	i	?
NC(=O)c1cc(S(=O)(=O)NCc2ccccc2)cs1	-14%	5%	-12%	1.2%	7%
O=Nc1c(O)[nH]c2ccc(Cl)cc12	-18%	33%	12%	2.5%	5%	inhibitors of VEEV 10K pilot screen=1.5
O=C(Cc1cccs1)NC(c1ccccc1)c1ccccc1	8%	-7%	1%	1.0%	-4%
Cc1ccc(F)c(CNC(=O)C2CCC(=O)N(Cc3ccccn3)C2)c1F (stereo not given)	-14%	11%	-1%	i	-13%
COc1cccc(Cn2c(-c3nonc3N)nc3ccccc32)c1	-5%	3%	-2%	7.5%	-9%
Cc1ccc2c(C)c(C)c(=O)n(C)c2c1	.	.	-1%	0.5%	.
COc1ccc(C(=O)COC(=O)[C@H](C)Nc2ccc(C(F)(F)F)cc2[N+](=O)[O-])cc1	-1%	77%	1%	4.5%	11µM*
O=C(COC(=O)c1cccnc1Cl)NCCc1ccccc1	.	4%	-19%	3.7%	-3%
CN(CCNC(=O)c1cc2c(-c3ccccc3F)nn(C)c2s1)C1CCCCC1	1%	?	0%	13%	6%
O=C(NCc1csc(-c2cccs2)n1)C1CCCCC1	6%	3%	-3%	0.3%	-3%
COc1ccccc1CNC(=O)c1ccoc1C	2%	.	24%	3.9%	.
COc1ccccc1NS(=O)(=O)c1cccc(C(=O)N/N=C/c2ccc([N+](=O)[O-])o2)c1	.	.	2%	6.0%	.
CCCCNS(=O)(=O)c1ccc2nc(-c3cccnc3)cc(C(=O)NC3CC3)c2c1	-2%	14%	5%	7.6%	-9%
CCn1c(SC)nnc1C1CCN(CC(=O)Nc2ccccc2N2CCOCC2)CC1	10%	-13%	-3%	1.2%	-8%
Cn1cnnc1SCC(=O)Nc1nc(-c2ccc(F)cc2)cs1	4%	-2%	4%	0.1%	-6%
c1coc(-c2nnc3n2C2(CCCC2)Cc2ccccc2-3)c1	-6%	-3%	3%	0.8%	3%
O=C(NCCN1CCOCC1)C1CCN(Cc2ccccc2O)CC1	-1%	-3%	1%	0.5%	-4%
CC1=C(C)CS(=O)N(S(=O)(=O)c2ccc(Cl)cc2)C1 (stereo not given)	-2%	0%	-5%	i	-1%	inhibitors of VEEV 10K pilot screen=0.3
N#Cc1nc(Cc2cccc3ccccc23)oc1N1CCN(c2ccccc2)CC1	-5%	-6%	28%	i	-4%
CCOC(=O)c1nnn(-c2nonc2N)c1CN1CCCC1	1%	-11%	-9%	0.1%	0%
O=S(=O)(Nc1ccccn1)c1cnc(Cl)c(Br)c1	2%	17%	3%	1.6%	9%
CCC(=O)Oc1c(C(=O)CC)cc2c(C)cc(=O)oc2c1C	-14%	8%	2%	1.6%	-8%
CCOC(=O)C1CCN(C(=O)CCCN2C(=O)c3ccccc3C2=O)CC1	-8%	-2%	-6%	3.1%	-9%

Screens (PubChem BioAssay)
